Shn3 inh set2 = Schnurri-3 reporter inhibition in Clone20 osteoblasts; inhibition, % at 12.5 µM; 360,000 tested, 0.52% active; AID 588674; Clone20 osteoblast Shn3 3'UTR firefly luciferase, 24 h;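 active means mean inhibition of at least 75% with every replicate also reaching 75%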;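 further: 0% = median of neutral control wells and 100% = pilot-screen positive control compound; some compounds past the cut are filed as inactive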
NR2E3 ag-1 = activates human NR2E3 receptor. 360,000 tested, 0.35% active. inhibition of corepressor binding, % at 3.98 µM. AID 602229. CHO-S Gal4-NCOR/VP16-NR2E3 two-hybrid, luciferase. Q9Y5X4;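 active means inhibition above the mean of all tested compounds plus 3 SD, cut at about 70% in these data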;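 further: 0% = DMSO with NR2E3 transfected cells and 100% = cells lacking NR2E3 construct; higher means lower luciferase signal from less NR2E3 corepressor binding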
Target sequence (Q9Y5X4 whole entry, looked up, the tested form may be a part): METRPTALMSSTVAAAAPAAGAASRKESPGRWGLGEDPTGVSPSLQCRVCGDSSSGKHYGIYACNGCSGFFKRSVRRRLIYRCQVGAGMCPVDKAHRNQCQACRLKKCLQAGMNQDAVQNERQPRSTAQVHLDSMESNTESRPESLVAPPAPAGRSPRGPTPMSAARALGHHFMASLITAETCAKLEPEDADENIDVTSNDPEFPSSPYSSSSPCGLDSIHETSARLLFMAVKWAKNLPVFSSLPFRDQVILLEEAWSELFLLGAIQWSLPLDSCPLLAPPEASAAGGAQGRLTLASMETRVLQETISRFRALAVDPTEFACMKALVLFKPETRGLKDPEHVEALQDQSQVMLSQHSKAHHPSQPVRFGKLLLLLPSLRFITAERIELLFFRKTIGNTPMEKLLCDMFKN
CF NFkB block = blocks PAF-induced NF-kB reporter in cystic fibrosis cells; KKLEB NF-kB-GFP reporter, GFP fluorescence overnight; 360,000 tested, 0.86% active; AID 588850; inhibition, % at 5 µM;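 active means at least 50% inhibition at 5 µM, scaled per plate between neutral and stimulator controls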;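 further: PAF is a Pseudomonas aeruginosa culture filtrate used as stimulus; plate controls were PAF-stimulated DMSO wells for no effect and unstimulated DMSO wells for full effect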
MITF TRPM1 inh = MITF TRPM1 promoter inhibition in SK-MEL-5 cells | SK-MEL-5 TRPM1 promoter luciferase, 24 h | inhibition, % at 12.5 µM | 330,000 tested, 0.83% active | AID 488899;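 active means mean inhibition across replicates of 60% or more, whatever share of single replicates reaches that level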; further: values of inactives mirror those of a sister screen read the other way
TROY signal inh = TROY signaling inhibition; Q293 LMP1-TROYcd NF-kB luciferase reporter, 4 h; inhibition, % at 10 µM; 360,000 tested, 0.98% active;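 active means compounds whose plate-normalised and pattern-corrected inhibition of the luciferase reporter signal at the single screening dose is 50% or more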
NR2E3 ag-2 = activates human photoreceptor nuclear receptor NR2E3; Q9Y5X4; GST-NR2E3/biotin-RetCOR TR-FRET, 1536-well; inhibition of corepressor binding, % at 4.78 µM; 320,000 tested, 0.12% active; AID 2300;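 active means percent inhibition above the cutoff of mean plus 3 SD of all tested compounds, set per screening campaign, cut at about 20% in these data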;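 further: 0% = DMSO wells and 100% = biotin wells as full block of FRET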
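System: GST-NR2E3 and biotin-RetCOR proteins; probe or stimulus: 7 nM biotin-RetCOR; doses: compound at 4.8 µM, single dose; schedule: Compound–protein incubation for 5 h at 4 °C; detection: time-resolved FRET; read-out: percent inhibition; controls: biotin wells as high control, 0.6% DMSO wells as low control; format: 1536-well plates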
TWEAK Fn14 block = TWEAK-Fn14 signaling inhibition; AID 1159606; TWEAK-stimulated Fn14 reporter cells, luciferase luminescence, 8 h; 360,000 tested, 2% active; inhibition, % at 10 µM; in the data active means inhibition above about 50%
Peg3 prom inh = Peg3 promoter activity inhibition | 360,000 tested, 1.7% active | AID 588405 | HeLa PEG-Prom luciferase reporter, luminescence, overnight | inhibition, % at 20 µM;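 active means inhibition of at least 50% at 20 µM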
HIF-2a inh = HIF-2a inhibition; 360,000 tested, 0.72% active; inhibition, % at 18.8 µM; 786-0 RCC cells HIF-2a reporter, luciferase luminescence, overnight;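 active means inhibition of the luminescence signal of 40% or more relative to plate controls, in a single-dose primary screen at 18.75 µM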
KKLEB cytotox = counter-screen for CF NF-kB inhibitors: cytotoxicity; KKLEB CF airway cells viability, ATPlite luminescence, overnight; stronger effect = lower value; cells stimulated with P. aeruginosa culture filtrate; activity change (cytotoxicity), % at 5 µM; 360,000 tested, 0.36% active; AID 602141;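 active means corrected activity change at or below -50% at 5 µM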
C8 TRAIL sens = sensitizes caspase-8 expressing cells to TRAIL; NB7+C8 cells + TRAIL, ATPlite viability luminescence; inhibition (viability loss, TRAIL sensitization), % at 10 µM; 360,000 tested, 1% active; AID 624354;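 active means compounds causing at least 50% loss of cell viability in the single-dose screen, relative to plate controls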
Numbers without * were called inactive; x = not tested or not shown; & = joins results of further samples; ! = a repeat was not active. Some of the compounds tested; rates above refer to the full screens.

SMILES	Shn3 inh set2	NR2E3 ag-1	CF NFkB block	MITF TRPM1 inh	TROY signal inh	NR2E3 ag-2	TWEAK Fn14 block	Peg3 prom inh	HIF-2a inh	KKLEB cytotox	C8 TRAIL sens
COc1ccc(NS(=O)(=O)c2cc(NC(=O)c3ccccc3F)ccc2N2CCCC2)cc1	5	3	1	13	-1	-1	-1	25	5	-3	-9
CC1(C(=O)NC2CCCCC2)CCC(=O)N1Cc1ccc2c(c1)OCO2 (stereo unspecified)	15	14	16	10	-11	3	-16	6	20	-1	-3
O=C(C[n+]1ccc(-c2ccccc2)cc1)Nc1ccc([N+](=O)[O-])cc1	-7	-6	-20	1	3	-3	2	22	11	0	7
CCOC(=O)c1nc2ccccc2c(C)c1C	-11	-27	-14	x	7	-1	1	-29	-9	-4	-4
CC1CCCCC12NC(=O)N(CC(=O)N1CCc3ccccc31)C2=O (stereo unspecified)	-15	20	-12	16	-19	0	0	12	8	14	-25
COc1ccc(S(=O)(=O)N2CCCC2C(=O)n2nc(C)cc2C)cc1 (stereo unspecified)	-4	-12	12	-1	22	4	1	16	6	2	2
CCc1nnc(NC(=O)CN2CCN(Cc3cccc(OC)c3)CC2)s1	5	4	-3	5	9	-1	0	4	11	-14	-15
O=C(CNCc1ccccc1)Nc1ccc(Cl)cc1	-24	-53	-7	-40	-40	0	22	-183	-186	1	-3
O=[N+]([O-])c1ccc(Sc2cccc3cccnc23)c([N+](=O)[O-])c1	93*	78*	-22	76*	25	2	64*	97*	17	-6	8
COc1cccc(CC(=O)NNC(=O)CN(C)S(=O)(=O)c2ccc(C)cc2)c1	3	-6	11	9	-11	x	17	8	15	-1	4
O=C(N/N=C/C(Br)=C/c1ccccc1)c1ccncc1	18	-2	4	19	-9	-6	7	4	-9	-1	-13
O=C1C(=NO)C(c2ccccc2)Oc2ccccc21 (stereo unspecified)	13	-46	43	10	5	x	26	15	-2	-1	-10
COc1cc(NC(=O)COc2ccccc2[N+](=O)[O-])ccc1NC(=O)c1cccs1	50	-5	30	74*	19	x	-44	57*	-170	-9	14
Cc1noc2ncnc(Oc3ccc(F)cc3)c12	-20	-37	-8	8	-6	3	-4	-1	9	-2	-4
CN(CC(=O)N1CCCc2c1c(=O)oc1ccc(O)cc21)Cc1ccccc1	2	-9	-4	-11	13	-6	-4	0	15	10	3
O=C(NCCc1ccncc1)Nc1ccc(Cl)c(Cl)c1	-5	-18	5	-1	-6	-1	7	-8	-26	-12	2
O=[N+]([O-])c1ccc(S(=O)(=O)N/N=C/c2ccsc2)cc1	7	-23	-12	15	12	x	0	6	14	9	1
O=C(CN1CCC(C(=O)c2ccc3c(c2)OCCO3)CC1)Nc1ccccc1F	-6	7	-12	-6	15	0	-10	-7	5	0	5
CCCCNC(=O)/C(=C\c1ccc([N+](=O)[O-])o1)NC(=O)c1ccccc1	-2	-14	9	15	-1	1	5	4	-6	8	2
CCc1nnc(NS(=O)(=O)c2ccc(NC(=O)c3ccc(C#N)cc3)cc2)s1	-12	-39	-3	-1	15	3	-18	9	10	2	-7

Reprinted from the part before: 4 entries, then new ones.
SMILES	Shn3 inh set2	NR2E3 ag-1	CF NFkB block	MITF TRPM1 inh	TROY signal inh	NR2E3 ag-2	TWEAK Fn14 block	Peg3 prom inh	HIF-2a inh	KKLEB cytotox	C8 TRAIL sens
O=[N+]([O-])c1ccc(S(=O)(=O)N/N=C/c2ccsc2)cc1	7	-23	-12	15	12	x	0	6	14	9	1
O=C(CN1CCC(C(=O)c2ccc3c(c2)OCCO3)CC1)Nc1ccccc1F	-6	7	-12	-6	15	0	-10	-7	5	0	5
CCCCNC(=O)/C(=C\c1ccc([N+](=O)[O-])o1)NC(=O)c1ccccc1	-2	-14	9	15	-1	1	5	4	-6	8	2
CCc1nnc(NS(=O)(=O)c2ccc(NC(=O)c3ccc(C#N)cc3)cc2)s1	-12	-39	-3	-1	15	3	-18	9	10	2	-7
COc1ccc2cc(S(=O)(=O)NC3CC(C)(C)NC(C)(C)C3)ccc2c1	-3	13	17	-11	4	-1	8	-2	8	-1	-2
Cc1ccsc1C(=O)N1CCC1(C)C(=O)Nc1cccc(C#N)c1 (stereo unspecified)	-1	8	-4	x	4	x	-3	6	-9	-2	12
CCN(Cc1ccncc1)S(=O)(=O)c1ccc(C(C)=O)cc1	48	13	20	24	21	1	9	6	8	5	12
CCN(CC)S(=O)(=O)c1ccc(N2CCCC2)c(NC(=O)Cc2ccc(OC)cc2)c1	15	-31	18	8	1	0	14	22	19	-3	-10
C/C(=N\NC(=O)c1nnn(-c2nonc2N)c1-c1ccc2c(c1)OCO2)c1cccs1	8	-7	16	4	-5	1	-4	21	2	-13	9
COc1ccc(CN2CCCCCC2)cc1Br	-20	-15	5	-4	-28	-1	-3	4	22	-12	26
O=C(CSc1nnc(C2CCCCC2)n1-c1ccccc1)NCc1ccco1	2	11	14	0	-2	1	1	15	-5	-17	-5
CC(=O)Nc1ccc(C2=NNC(=Nc3ccc(S(=O)(=O)N4CCOCC4)cc3)SC2)cc1	-7	8	-13	17	3	-9	9	-9	3	13	-25
Cc1cccc(-c2nnc(SCC(=O)c3ccc(O)cc3O)n2C)c1	-65	-1	1	-9	-4	3	-10	-3	9	-1	-7
CC(C)CCN(C(=O)Cc1ccc(Cl)c(Cl)c1)c1c(N)n(Cc2ccccc2)c(=O)[nH]c1=O	23	-16	4	81*	8	1	-5	32	16	-37	15
CC1CCN(S(=O)(=O)c2cccc3cccnc23)CC1	-6	-17	-7	6	-2	2	33	12	17	1	-7
Cc1ccc(N2CC(C(=O)N3CCN(c4ccccc4)CC3)CC2=O)cc1 (stereo unspecified)	7	13	2	19	6	2	6	15	15	-4	-1
COc1cc2c(cc1NC(=O)c1ccc3c(c1)OCO3)oc1ccccc12	-114	-60	1	-59	-75	-2	-47	-329	-233	-2	-20
Cc1ccc(Cl)c(OCC(=O)Nc2ccc(S(=O)(=O)NC3=NCCCCC3)cc2)c1	-15	10	29	-1	13	-1	6	20	-4	-4	-11
CC(NC(=O)c1cccc(N(C)C)c1)c1ccc(-n2ccnc2)cc1 (stereo unspecified)	-1	35	2	3	-9	2	17	9	-11	5	-18
CC(=O)Nc1ccc(C(=O)OCC(=O)NCc2cccs2)cc1	-16	-21	6	-7	-7	3	7	8	2	-11	-10
Cc1ccc(O)c(C(=O)c2cnn(C(=O)c3cccc(S(=O)(=O)N(C)C)c3)c2)c1	7	1	46	-5	40	x	63*	-3	18	0	2
O=C(Nc1cccc(-c2cn3c(n2)SCC3)c1)c1ccc(Br)o1	-2	-29	-27	-12	8	1	-15	-9	-14	15	24
CCOc1ccc(CCNC(=O)CN2C(=O)CCSc3ccccc32)cc1	-5	1	-5	0	10	5	-13	2	12	14	-8
CN(C(=O)CSc1nnc(-c2cccs2)n1N)c1ccccc1	-1	-37	-2	0	-11	x	12	21	15	2	-16
Cn1ccc(-c2ccccc2)n1	-10	-53	2	-14	-3	0	-9	-2	1	-1	1
COc1ccc(OC)c(C2=CC(=O)C[C@H](c3ccc4c(c3)OCO4)C2)c1	-11	-55	33	22	22	3	7	16	19	-32	14
O=C(COC(=O)C12CC3CC(CC(C3)C1)C2)Nc1ccc(OC(F)F)cc1	-1	0	10	-12	0	0	-65	15	-1	-9	13
CCc1cccc2cc3c(N)c(C(=O)Nc4ccc(S(=O)(=O)N5CCCC5)cc4)sc3nc12	22	-1	-45	-10	12	7	8	-11	-9	4	8
Cc1cc(O)cc2c1O[C@@](C)(CCC[C@@H](C)CCC[C@@H](C)CCCC(C)C)CC2	-9	-4	-2	-4	-9	0	9	-6	4	0	4
O=C(COc1ccccc1)NCCSCc1ccco1	-3	7	-8	2	0	6	-12	2	-15	-4	-14
CC(CC(=O)Nc1cc(S(=O)(=O)N2CCOCC2)ccc1OCC(F)(F)F)c1ccccc1 (stereo unspecified)	-20	-14	7	0	12	1	-5	-1	-2	11	0
Fc1ccc(-n2c(-c3ccc4ccccc4n3)n[nH]c2=S)cc1	-9	-6	9	26	10	4	12	20	10	-14	-7
Cn1c(=O)[nH]c(=O)c2c1nc(Br)n2CCOc1ccccc1	13	-9	-15	9	12	-2	20	6	17	-19	7
COc1cc(-c2nnc(COC(=O)c3ccc([N+](=O)[O-])o3)o2)cc(OC)c1OC	-5	-7	-19	x	-5	x	-1	11	-15	-4	7
CCOC(=O)N1CCC(NC(=O)c2cc(-c3ccc(OC)cc3)nc3ccccc23)CC1	-10	-20	-24	-25	-15	0	-25	-12	1	12	13
CCN1CCN(c2ccc(S(=O)(=O)N3CCOCC3)cc2NC(=O)CCOc2ccccc2)CC1	-3	-6	-1	-8	-2	4	12	-10	8	2	1
O=C(NCC(c1cccnc1)N1CCN(c2ccccc2)CC1)c1ccc2c(c1)OCO2 (stereo unspecified)	-6	-11	4	2	15	1	-2	-8	-19	-9	-8
CCCCNc1c(-c2ccc(OC)c(SC3CCCCC3)c2)nc2ccc(C)cn12	96*	61&56	22	7	13&23	x	59*!	98*	-50&-74	-6	10&43
CSCCC(NC(=O)c1ccccc1)C(=O)NCCCSc1ccccc1 (stereo unspecified)	-5	3	0	0	1	-2	4	7	10	-6	-6
CC1(C)CC(=O)c2cnc(NCc3ccco3)nc2C1	-1	-2	-4	-6	-9	2	-6	-9	-14	5	-12
CCC(CC)NC(=O)c1nn(Cc2ccccc2)c(=O)c2ccccc12	-25	-14	4	16	-4	3	-20	20	5	-9	8
CCC(c1nc2ccccc2c(=O)n1-c1cccnc1)N1C(=O)c2ccccc2C1=O (stereo unspecified)	19	4	0	-2	0	5	11	9	8	2	-12
COC(=O)c1c(NC(=O)COC(=O)c2ccc(C)s2)sc2c1CCCCC2	18	-25	6	-9	11	2	-29	11	10	-11	1
COc1ccc(-c2ccc(-c3cc(=O)oc4cc(OC)c(OC)c(OC)c34)cc2)cc1OC	-3	-4	22	-17	4	x	12	-18	-42	-3	7
O=S(=O)(c1ccc2c(c1)CCCN2)N1CCCC2CCCCC21 (stereo unspecified)	22	-42	12	9	6	0	8	31	26	0	2
Cc1cc(C)c2cccc(NC(=S)NC(=O)c3ccccc3)c2n1	14	-45	-25	7	-18	-6	-16	-32	-51	8	-11
CC(C)c1ccc(NC(=O)Nc2nc(C(N)c3ccccc3)cs2)cc1 (stereo unspecified)	93*	-2	12	x	-8	x	-21	110*	5	-43	27
Cc1cc(SCC(=O)c2ccccc2)nc(=O)[nH]1	-66	-110	0	-32	-5	1	-22	-205	-159	-6	-6
Cc1cc(Cl)ccc1OCCCC(=O)N1CCN(S(=O)(=O)c2ccccc2)CC1	8	4	27	-9	9	0	-11	5	-26	-14	1

Single values from above.
Cc1cc(C)c2cccc(NC(=S)NC(=O)c3ccccc3)c2n1 @ C8 TRAIL sens: -11
CC(C)c1ccc(NC(=O)Nc2nc(C(N)c3ccccc3)cs2)cc1 (stereo unspecified) @ HIF-2a inh: 5
